Source: PubChem (several laboratories)
MrgX1 allo act – human MrgX1 positive allosteric modulation, primary screen; 310,000 tested, 0.63% active; MrgX1-HEK293, Fluo-4 calcium flux, FDSS; active compounds read high; B-score at 10 µM;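 active = plate-corrected calcium response at least 3 library SD above typical, normal starting fluorescence, not activating the receptor alone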;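 note: compound read alongside a low EC10 to EC30 dose of BAM8-22 agonist; peak minus trough fluorescence over baseline measured at the second addition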
RGS4 block – human RGS4 inhibition | P49798 | HEK293 M3R/RGS4 inducible, Fluo-4 calcium flux; active compounds read high; triggered by carbachol at its EC20 | B-score at 10 µM | 310,000 tested, 0.45% active | AID 463165;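 active = B-score, a plate-corrected calcium signal, over three deviations above library mean, with baseline fluorescence within five deviations of library mean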;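 note: RGS4 expression induced by doxycycline in cells with stable M3 receptor; B-score is computed from the integrated fluorescence ratio over baseline after carbachol; higher B-score means a larger calcium signal and so more RGS4 inhibition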
Target sequence (P49798 whole entry, looked up): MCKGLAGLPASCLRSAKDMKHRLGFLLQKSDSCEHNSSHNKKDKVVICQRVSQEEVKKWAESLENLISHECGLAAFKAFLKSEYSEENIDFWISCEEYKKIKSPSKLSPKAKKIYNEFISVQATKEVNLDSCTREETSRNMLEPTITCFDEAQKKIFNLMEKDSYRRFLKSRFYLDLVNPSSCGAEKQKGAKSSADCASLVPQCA
TRPC6 activator – mouse TRPC6 channel activation. HEK293-TRPC6 membrane potential dye fluorescence; active compounds read high. B-score at 10 µM. 310,000 tested, 0.13% active. AID 2550;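 active = B-score of the integrated fluorescence ratio above library mean plus 3 SD, and starting fluorescence ratio within library mean plus 5 SD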;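 note: higher score means more depolarization so channel activation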
Target sequence (Q61143 whole entry, looked up): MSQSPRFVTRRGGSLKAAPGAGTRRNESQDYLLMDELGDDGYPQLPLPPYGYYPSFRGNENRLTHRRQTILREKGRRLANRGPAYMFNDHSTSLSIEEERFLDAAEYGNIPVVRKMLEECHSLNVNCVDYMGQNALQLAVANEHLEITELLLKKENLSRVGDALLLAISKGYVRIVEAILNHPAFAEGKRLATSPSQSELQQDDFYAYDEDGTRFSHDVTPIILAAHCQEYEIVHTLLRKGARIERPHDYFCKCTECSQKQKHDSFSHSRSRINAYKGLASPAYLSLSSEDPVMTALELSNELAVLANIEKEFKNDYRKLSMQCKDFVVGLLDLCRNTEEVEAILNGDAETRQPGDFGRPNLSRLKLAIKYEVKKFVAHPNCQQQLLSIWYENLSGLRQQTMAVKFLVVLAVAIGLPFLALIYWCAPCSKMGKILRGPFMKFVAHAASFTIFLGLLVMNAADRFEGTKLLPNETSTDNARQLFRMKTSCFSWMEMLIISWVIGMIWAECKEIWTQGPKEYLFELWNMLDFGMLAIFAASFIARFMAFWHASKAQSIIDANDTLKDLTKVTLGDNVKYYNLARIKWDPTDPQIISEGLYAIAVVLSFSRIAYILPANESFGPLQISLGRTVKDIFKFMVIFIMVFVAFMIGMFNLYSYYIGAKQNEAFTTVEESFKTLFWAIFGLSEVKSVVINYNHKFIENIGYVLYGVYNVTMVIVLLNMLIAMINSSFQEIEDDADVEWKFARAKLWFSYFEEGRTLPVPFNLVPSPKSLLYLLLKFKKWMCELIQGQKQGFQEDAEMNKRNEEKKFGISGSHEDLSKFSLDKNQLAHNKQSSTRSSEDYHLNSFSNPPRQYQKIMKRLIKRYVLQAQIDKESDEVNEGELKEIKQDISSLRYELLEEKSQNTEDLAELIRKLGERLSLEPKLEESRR
Platelet DG rel – platelet dense granule release activity. human platelet-rich plasma, SFLLRN dense granule ATP release, luminescence. inhibition, %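 (compounds screened at 7.5 µM in platelet-rich plasma)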. 300,000 tested, 0.22% active;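 active = mean replicate score, as percent of positive control, at or above 50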
SKKanGAS inh – blocks kanamycin growth of S. pyogenes SKKanGAS strain | BacTiter-Glo, 6 h | inhibition, % at 7.5 µM | 300,000 tested, 1.3% active | AID 1662;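 active = mean replicate score, as percent of positive control median, at least 50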;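 note: strain carries kanamycin resistance gene driven by streptokinase promoter and grows in 40 µg/ml kanamycin; loss of luminescence reflects streptokinase promoter inhibition or plain growth inhibition; 0% = median of DMSO wells and 100% = positive control at its reference dose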
RGS4 pot – RGS4 potentiation or activation. HEK293 M3R/inducible RGS4, carbachol calcium flux Fluo4; active compounds read low. B-score at 10 µM. 310,000 tested, 0.92% active. AID 463111;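 active = B-score of the integrated calcium signal more than 4 SD below the library mean, with starting fluorescence not abnormally high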;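 note: negative B-score means reduced calcium response which marks RGS4 activation or potentiation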
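test system = M3R-expressing HEK293 line, RGS4 induced by doxycycline | probe or stimulus = carbachol at ECmax as muscarinic agonist stimulus | timing = dye loading 30 min 37 °C, buffer rest 30 min RT | signal = calcium dye Fluo4 fluorescence | evaluation = B score from integrated fluorescence ratio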
TRPC6 inh – mouse TRPC6 channel inhibition | Q61143 | HEK293-TRPC6, membrane potential dye, ACh-evoked depolarization; active compounds read low | B-score at 10 µM | 310,000 tested, 1.1% active | AID 2553;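 active = B-score under library mean minus 3 SD, initial fluorescence not abnormally high, positive integrated signal ratio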;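 note: B-score derived from integrated fluorescence ratio over the kinetic read; more negative B-score means stronger inhibition of depolarization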
MrgX1 ag – human MrgX1 receptor agonism, primary screen | B-score at 10 µM | Q96LB2 | MrgX1-HEK293 cells, Fluo-4 calcium fluorescence, agonist mode; active compounds read high | 310,000 tested, 0.44% active;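 active = calcium response B-score plate-corrected fluorescence ratio at least 3 library SD, with starting fluorescence B-score inside 5 SD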
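Test system: Stable human MrgX1 HEK293 cell line | Schedule: Overnight plating before 1 h dye loading | Read-out basis: Baseline-normalised fluorescence change ratio, B-scored | Detection: Kinetic calcium dye fluorescence, Fluo-4 NW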
TRPC4 inh – inhibitors of mouse TRPC4 channel; Q9QUQ5; HEK293 TRPC4beta/mu-opioid, DAMGO-evoked Fluo4 calcium flux; active compounds read low; B-score at 10 µM; 300,000 tested, 0.39% active;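 active = B-score over 3 SD under the library average, no early fluorescence shift, positive overall ratio signal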
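Signal: kinetic Fluo4 fluorescence imaging of calcium influx. Material: stable TRPC4beta/mu-opioid receptor HEK293 cells. Probe or stimulus: DAMGO in two steps, submaximal then maximal.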
HIF activator – HIF pathway transcriptional activation. activation, % at 7.5 µM (by protocol). 300,000 tested, 0.32% active. U2OS HRE-luciferase reporter, luminescence; normalized: DMSO 0%, desferrioxamine 100%;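 active = mean activation of at least 10% of the iron chelator positive control signal, with at least half of replicates also reaching 10%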
MrgX1 antagonist – blocks BAM8-22 activation of human MrgX1 receptor; Q96LB2; MRGX1-HEK293 calcium flux, Fluo-4, BAM8-22 antagonism; active compounds read low; B-score at 10 µM; 310,000 tested, 1.3% active; AID 588676;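 active = calcium-response B-score plate-corrected more than 3 library SD below zero, starting fluorescence within 5 deviations, no agonist response on first addition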;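 note: peak minus trough fluorescence over baseline after final BAM8-22 challenge near maximal dose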
* marks the source's active call; other numbers are inactive results; i = inactive; · = not tested or not shown.

entry	mol	MrgX1 ag	Platelet DG rel	TRPC6 activator	RGS4 pot	MrgX1 allo act	HIF activator	RGS4 block	SKKanGAS inh	MrgX1 antagonist	TRPC6 inh	TRPC4 inh
1	Nc1nc(-c2cccnc2)nc2sc3c(c12)CCCC3	i	4	i	i	i	1.5	i	6	i	i	i
2	COc1ccc(N2CCN(CC(O)COc3ccc4c(c3)CCC4)CC2)cc1 (stereo not drawn)	i	2	i	i	i	0.6	i	-5	i	i	i
3	COc1ccc(S(=O)(=O)N2CCOC2CNC(=O)C(=O)NCc2ccc3c(c2)OCO3)cc1OC (stereo not drawn)	i	-1	i	i	i	219*	i	-2	i	i	i
4	N=C1C(=O)OCC1c1ccccc1NC(=O)c1ccccc1 (stereo not drawn)	i	-2	i	i	i	-0.2	i	-1	i	i	i
5	CCOC(=O)c1[nH]c(C)c(C(=O)NCc2ccc(C)cc2)c1C	i	2	i	i	i	-0.2	i	-13	i	i	i
6	O=C(COC(=O)C1CC1)Nc1ccc2c(c1)OCO2	i	4	i	i	i	0.6	i	-3	i	i	i
7	Cc1cc(N2CCOCC2)ccc1/C=C\[N+](=O)[O-]	67*	5	15*	i	i	2.0	27*	-21	i	i	i
8	O=C(c1cccc([N+](=O)[O-])c1)N1CCN(c2ccccn2)CC1	i	8	i	i	i	0.1	i	-2	i	i	i
9	COc1ccc(N(CC(=O)NN=C2CCCC2)S(=O)(=O)c2ccccc2)cc1Cl	i	21	i	i	i	-0.2	i	3	i	i	i
10	Cc1cccc(-c2nc(C#N)c(N3CCCCC3)o2)c1	i	0	i	i	i	2.9	i	-8	i	i	i
11	O=C(O)c1ccc(Oc2c(C(F)(F)F)oc3cc(O)ccc3c2=O)cc1	i	3	i	i	i	-0.5	i	-1	i	i	i
12	CC(=O)c1cn(CCOc2ccccc2C)c2ccccc12	i	-3	i	i	i	0.3	i	5	i	i	i
13	C(=C\c1ccccc1)/CN1CCN(Cc2ccc3c(c2)OCCO3)CC1	·	4	i	i	·	-0.2	i	-9	·	i	i
14	COc1cc(OC)cc(C(=O)N[C@H](C(=O)Nc2nnc(C3CC3)s2)C(C)C)c1	i	-1	i	i	i	0.8	i	-4	i	i	i
15	O=C(CNC1CCCCCC1)Nc1ccccc1N1CCCCC1	i	-4	i	i	i	-0.8	i	-16	i	i	i
16	OCCN1c2ccccc2CCc2ccccc21	i	-2	i	i	i	0.1	i	-3	i	i	i
17	CCCn1c(SCC(=O)Nc2c(CC)cccc2CC)nnc1C(C)C	i	2	i	i	i	-0.4	i	1	i	i	i
18	Cc1ccc(NC(=O)CSc2nnc(-c3ccncc3)o2)cc1C	i	-2	i	i	i	-0.2	i	9	i	i	i
19	CN(C)c1ccsc1C(=O)NNS(=O)(=O)c1ccc(Cl)cc1	i	-1	i	i	i	-0.1	i	2	i	i	i
20	O=C(NNc1nc2cc3c(cc2s1)OCCO3)c1ccc(F)cc1	i	2	i	i	i	0.9	i	6	i	i	i
21	COc1cc(/C=N/N2CCN(c3ccccc3OC)CC2)ccc1O	i	8	i	i	i	0.7	i	0	i	i	i
22	CC1CC(C)(C)OC(C[N+]2(C)CCCCC2)O1 (stereo not drawn)	i	-6	i	i	i	-0.4	i	2	i	i	i
23	O=C(O)c1ccc(NCc2cccnc2)cc1	i	8	i	i	i	0.2	i	-12	i	i	i
24	O=C(Nc1nccs1)c1ccc(S(=O)(=O)N2CCCCC2)cc1	i	-3	i	i	i	0.8	i	-5	i	i	i
25	CCCc1nnc2n1N=C(c1ccc(OC)c(OC)c1)CS2	i	1	i	i	i	-0.3	7.4*	-4	i	i	i
26	COCCNC(=O)CNC(=O)c1nn(-c2ccc(OC)c(Cl)c2)c(=O)c2ccccc12	i	6	i	i	i	-0.5	i	-6	i	i	i
27	COC(=O)c1ccc(NC(=O)CSc2nncn2C)cc1	i	6	i	i	i	-0.2	i	-14	i	i	i
28	C[n+]1ccc(C(=O)N/N=C/c2ccco2)cc1	i	-7	i	i	i	-0.2	i	3	i	i	i
29	CCn1c(/C=C/c2ccc(F)cc2)nc2ccccc2c1=O	i	-2	i	i	i	0.3	i	-5	i	i	i
30	Cc1cccc(C2c3[nH]c4ccccc4c3CCN2C(=O)Cc2nc(-c3ccccc3)n[nH]2)n1 (stereo not drawn)	i	-2	i	i	i	-0.1	5.7*	15	i	i	i
31	O=C(CN1CCCC1)Nc1c(Cl)cccc1Cl	i	2	i	i	i	-0.2	i	-2	i	i	i
32	CC(C)c1nnc(NC(=O)COc2ccccc2[N+](=O)[O-])s1	i	6	i	i	i	0.1	i	48	i	i	i
33	CCC(C)NS(=O)(=O)c1ccc(OCC(=O)NCc2ccc3c(c2)OCO3)cc1 (stereo not drawn)	i	5	i	i	i	-0.1	i	0	i	i	i
34	Cc1ccc(CN2C(=O)NC(Cc3c[nH]c4ccccc34)C2=O)cc1 (stereo not drawn)	i	-6	i	i	i	-0.1	i	4	i	i	i
35	COCCn1c(SCC(=O)N2CCCC2)nnc1C(C)C	i	-4	i	i	i	-45	i	-1	i	i	i
36	COc1ccc(CCNC(=O)c2cnc3scc(C)n3c2=O)cc1OC	i	-20	i	i	i	0.0	i	-3	i	i	i

Single records, from the list above.
Entry for Cc1cccc(C2c3[nH]c4ccccc4c3CCN2C(=O)Cc2nc(-c3ccccc3)n[nH]2)n1 (stereo not drawn) = MrgX1 ag: i; Platelet DG rel: -2; TRPC6 activator: i; RGS4 pot: i; MrgX1 allo act: i; HIF activator: -0.1; RGS4 block: 5.7*; SKKanGAS inh: 15; MrgX1 antagonist: i; TRPC6 inh: i; TRPC4 inh: i
Entry for COC(=O)c1ccc(NC(=O)CSc2nncn2C)cc1 = MrgX1 ag: i; Platelet DG rel: 6; TRPC6 activator: i; RGS4 pot: i; MrgX1 allo act: i; HIF activator: -0.2; RGS4 block: i; SKKanGAS inh: -14; MrgX1 antagonist: i; TRPC6 inh: i; TRPC4 inh: i

Other compounds follow.
entry	mol	MrgX1 ag	Platelet DG rel	TRPC6 activator	RGS4 pot	MrgX1 allo act	HIF activator	RGS4 block	SKKanGAS inh	MrgX1 antagonist	TRPC6 inh	TRPC4 inh
37	CCc1ccc(/C=N/NC(=O)c2cc(C)on2)s1	i	8	i	i	i	1.4	i	-1	i	i	i
38	Cc1cc(OCC(=O)NCC2CCC(C(=O)O)CC2)c2c(C)c(Cc3ccccc3)c(=O)oc2c1 (stereo not drawn)	i	0	i	i	i	0.1	i	39	i	i	i
39	O=C(NCC1CCOCC1)c1cc(COc2ccc(F)cc2F)on1	i	-7	i	i	i	-0.3	i	1	i	i	i
40	COc1ccc(CCN2CC(C(=O)N3CCCCCC3)CCC2=O)cc1 (stereo not drawn)	i	-2	i	i	i	-0.4	i	3	i	i	i
41	Cc1ccc(NS(=O)(=O)c2ccc(Cl)c(NC(=S)NC(=O)C3CCCCC3)c2)cc1Cl	i	0	i	i	i	-0.1	i	84*	i	i	i
42	COC(=O)/C(NC(C)=O)=C(\C)c1ccc(Cl)cc1	i	2	i	i	i	-0.4	i	10	i	i	i
43	FC(F)(F)c1ccncc1-c1nnnn1-c1ccc(Cl)cc1	i	-19	i	i	i	-0.4	i	-12	i	i	i
44	CCCCN1C(=O)N(c2ccc(Cl)cc2)C(C)(O)CC1(C)C (stereo not drawn)	i	-3	i	i	i	-0.1	i	3	i	i	i
45	COc1ccc(-c2csc(NC(=S)NC(=O)c3ccco3)n2)cc1Br	i	5	i	i	i	0.2	i	-16	i	i	i
46	CC1(C)C(=O)OC(c2cc(Br)ccc2O)C(C)(C)C1=O (stereo not drawn)	i	-6	i	i	i	0.2	i	2	i	i	i
47	CCOc1cc(CNC2CCCC2)c(Cl)cc1OCC(=O)Nc1ccccc1	i	-2	i	-7.2*	i	1.0	i	-16	i	i	i
48	O=C1C(=O)N(Cc2cccs2)c2ccccc21	33*	-2	i	i	i	-0.2	i	-5	i	i	i
49	CN(CC(=O)Nc1ccccc1Sc1ccccc1)Cc1nc2ccccc2c(=O)[nH]1	i	1	i	i	i	0.1	i	-1	i	i	i
50	CCOc1ccc(C(=O)CC(Sc2ccc(C)cc2)C(=O)O)cc1 (stereo not drawn)	i	2	i	i	i	0.3	i	22	i	i	i
51	COc1cccc(OCc2cc(C(=O)N3CCN(C)C(c4ccccc4)C3)no2)c1 (stereo not drawn)	i	-14	i	i	i	1.5	i	-1	i	i	i
52	Cc1ccc(NC(=O)C2CCN(S(=O)(=O)c3ccc4c(c3)OCCCO4)CC2)nc1	i	2	i	i	i	-0.6	i	-3	i	i	i
53	CCC(C(=O)NCc1ccco1)n1nc(-c2ccc(OC)cc2)ccc1=O (stereo not drawn)	i	1	i	i	i	-0.4	i	-2	i	i	i
54	CCC(C)(C)NC(=O)C(c1ccncc1)N(Cc1ccc(C)cc1)C(=O)c1csnn1 (stereo not drawn)	i	1	i	i	i	-0.4	i	1	i	i	i
55	COc1ccc(C(=O)Nc2sc(C)c(-c3ccccc3)c2C#N)cc1OC	i	7	i	i	i	0.7	i	54*	i	i	i
56	Fc1cnc(N2CCc3ccccc32)nc1N1CCc2ccccc21	i	-1	i	i	i	0.3	i	4	i	i	i
57	COc1cc(/C=C/C(=O)O)cc(S(=O)(=O)N(C)CCO)c1OC	i	1	i	i	i	-0.4	i	-4	i	i	i
58	CCOC(=O)Cn1c(=O)c(-c2cc(Br)ccc2N)nc2ccccc21	i	7	i	i	i	0.0	i	0	i	i	i
59	CC1(C)CC(=O)C2=C(C1)OC(N)=C(C#N)C21C(=O)N(Cc2ccccc2Cl)c2ccccc21 (stereo not drawn)	i	-5	i	i	8.7*	0.1	i	2	i	i	i
60	Cc1ccc(NS(=O)(=O)c2ccc(C(=O)NNC(=O)c3ccccc3O)cc2)cc1	i	-11	i	i	i	0.0	i	-8	i	i	i
61	COc1ccc(S(=O)(=O)NCc2ccccc2)cc1Br	i	1	i	i	i	-1.3	i	-4	i	i	i
62	COc1cccc(OC)c1C(=O)NNC(=O)c1ccccc1-n1cccc1	i	7	i	i	i	0.7	i	11	i	i	i
63	COc1ccccc1CC(=O)N1CCCc2ccccc21	i	-13	i	i	i	-0.3	i	-10	i	i	i
64	COc1ccccc1CNC(=O)CN(c1ccc(C)cc1)S(=O)(=O)c1c(C)n[nH]c1C	i	1	i	i	i	1.0	i	-1	i	i	i
65	Cc1ccccc1N1C(=O)c2ccccc2C1Nc1cccnc1 (stereo not drawn)	i	0	i	i	i	-0.4	i	-3	i	i	i
66	O=C1CCC(=O)N1CNc1cccnc1	i	-2	i	i	i	-26	i	-1	i	i	i
67	O=C(Nc1cccnc1Cl)c1cccc(F)c1	i	-1	i	i	i	0.0	i	0	i	i	i
